Compound activity (PubChem BioAssay)
PfM18AAP inh: blocks P. falciparum M18 aspartyl aminopeptidase; recombinant PfM18AAP, H-Glu-NHMec fluorogenic cleavage; inhibition, % at 7.35 µM; 290,000 tested, 1.2% active;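 active means inhibition above the campaign mean inhibition over all tested compounds plus 3 SD, cut at about 28% in these data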;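 further: 0% = plate median of test compound wells and 100% = 2 mM ZnCl2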
IDE act: boosts human insulin-degrading enzyme activity in HEK cells; FAbeta-B cleavage, fluorescence polarization; 0% vehicle, 100% cell-free pure enzyme wells; activation, % at 5.96 µM; 340,000 tested, 0.073% active; AID 493087;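 active means activation above the mean of all tested compounds plus 3 SD, set per screening campaign, cut at about 17% in these data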
IMP-1 inhibitor: inhibitors of Pseudomonas aeruginosa IMP-1 metallo-beta-lactamase; purified IMP-1, nitrocefin hydrolysis, epi-absorbance fluorescence; inhibition, % at 5.6 µM; 290,000 tested, 0.45% active; AID 1556;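 active means inhibition above the mean plus 3 SD of all compounds in the same screening run, cut at about 4.5% in these data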;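 further: 0% = IMP-1 with DMSO and 100% = DMSO wells lacking enzyme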
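System: purified IMP-1; amount: IMP-1 0.2 nM before substrate addition; compound: single dose, 5.6 µM; times: 25 °C, 15 min preincubation, 25 min reaction; signal: Epi-absorbance via hydrolysed-nitrocefin quenching of white-plate fluorescence, 480/530 nm, EDTA stop; benchmarks: DMSO with and without IMP-1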
GPR7 antag: blocks human GPR7 receptor signaling. GPR7-expressing cells, fluorescence antagonist assay. inhibition, % at 4.4 µM. 290,000 tested, 1.1% active. AID 1861; in the data active means inhibition above about 16%, passing the limit was not always enough;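 further: cells stimulated with the agonist NPW; 0% = agonist with vehicle and 100% = vehicle without agonist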
Target sequence (P48145 whole entry, looked up): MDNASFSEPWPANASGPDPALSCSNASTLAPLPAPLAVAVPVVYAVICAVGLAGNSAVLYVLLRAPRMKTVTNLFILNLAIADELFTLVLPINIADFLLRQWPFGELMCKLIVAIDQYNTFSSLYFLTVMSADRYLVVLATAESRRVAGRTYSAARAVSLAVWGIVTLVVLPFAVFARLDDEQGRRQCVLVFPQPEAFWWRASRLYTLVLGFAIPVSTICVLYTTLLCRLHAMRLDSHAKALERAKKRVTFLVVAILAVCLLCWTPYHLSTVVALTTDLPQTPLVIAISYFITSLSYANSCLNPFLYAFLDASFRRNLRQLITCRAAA
p-CIP stab down: lowers stability of the mouse p/CIP coactivator protein; F442A p/CIP-EGFP cells, EGFP fluorescence, 16 h; 290,000 tested, 0.01% active; decrease of EGFP signal, % at 10 µM;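 active means EGFP signal decrease of at least 30% at 10 µM or well 3 SD below plate mean, unless failing retest; inactive means the rest, including hits failing retest or dose response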; further: some compounds called inactive have numbers as strong as hits; many of its hits are not listed in these tables
IDE inh: inhibits human insulin-degrading enzyme in HEK cells; AID 434962; FAbetaB cleavage, fluorescence polarization; P14735; inhibition, % at 5.59 µM; 320,000 tested, 0.41% active;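 active means percent inhibition above the average of all tested compounds plus 3 SD, set per screening campaign, cut at about 16% in these data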;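 further: IDE supplied by intact live HEK cells; FP after avidin binding of uncleaved biotin substrate so inhibition keeps polarization high; 0% = DMSO wells and 100% = 60 µM reference IDE inhibitor Ii1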
VIM-2 inhibitor: inhibitors of Pseudomonas aeruginosa VIM-2 metallo-beta-lactamase; 290,000 tested, 0.89% active; AID 1527; purified VIM-2, nitrocefin hydrolysis, epi-absorbance fluorescence; inhibition, % at 5.6 µM;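 active means inhibition above the mean of all tested compounds plus 3 SD, cutoff set per screening run, cut at about 7.5% in these data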;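 further: red hydrolysis product quenches plate fluorescence so inhibitors raise well fluorescence; 0% = enzyme with DMSO and 100% = DMSO without enzyme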
NALP1 yeast inh: NALP1 inhibition | AID 2071 | S. cerevisiae NALP1/ASC/caspase-1 growth, X-gal OD620, 72 h | inhibition, % at 10 µM | 280,000 tested, 0.61% active; in the data active means inhibition mostly above about 24%, no sharp cut-off; inactive means mostly below about 32%; further: some compounds called inactive have numbers as strong as hits
PHOSPHO1 block: PHOSPHO1 (human) inhibition; inhibition, % at 13.3 µM; Q8TCT1; 290,000 tested, 1.1% active; recombinant PHOSPHO1, absorbance phosphatase assay; in the data active means inhibition above about 60%
Target sequence (Q8TCT1 whole entry, looked up): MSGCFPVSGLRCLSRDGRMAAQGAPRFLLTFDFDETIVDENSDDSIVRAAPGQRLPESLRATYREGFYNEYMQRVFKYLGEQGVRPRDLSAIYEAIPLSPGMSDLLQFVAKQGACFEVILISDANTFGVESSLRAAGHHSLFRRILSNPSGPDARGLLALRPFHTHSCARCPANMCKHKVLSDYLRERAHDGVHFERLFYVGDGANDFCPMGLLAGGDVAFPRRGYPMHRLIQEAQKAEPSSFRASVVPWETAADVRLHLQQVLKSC
* = called active by the depositor; / = no result given. No enrichment for hits; 5.3% or so of the library scored in one or more.

SMILES	PfM18AAP inh	IDE act	IMP-1 inhibitor	GPR7 antag	p-CIP stab down	IDE inh	VIM-2 inhibitor	NALP1 yeast inh	PHOSPHO1 block
COc1ccc(/C=N/NC(=O)c2cc(-c3ccc4c(c3)OCO4)n[nH]2)cc1OC	4	-6	-4.1	0	-5	8	-2.9	4	-3
Cc1cc(C(=O)COC(=O)CC2Sc3ccccc3NC2=O)c(C)n1-c1ccccc1 (centres undefined)	10	0	-3.6	-7	5	-1	-3.5	39	3
CC1(C)Cc2c(c(-c3ccco3)nc3sc4c(NCCO)ncnc4c23)CO1	3	1	1.5	-7	-23	3	1.1	9	-11
CC(C)(O)C#Cc1ccc(C(=O)N2CCC(C(N)=O)(N3CCCCC3)CC2)cc1	-10	4	-0.4	0	0	-2	1.9	16	-4
CC1CCN(C(=O)c2ccc(-n3cnnn3)cc2)CC1	-3	2	-0.1	-1	-22	1	0.6	12	-2
CN(C)/C=C1/NC(=S)NC1=O	25	0	-1.5	7	-3	10	0.5	-16	-59
N#Cc1c(C(F)(F)F)cc(-c2ccc(F)cc2)nc1SCC(=O)O	4	5	-1.1	4	-14	-2	-3.5	-3	5
COc1ccc2c(/C=N/Nc3ccc(C(=O)O)cc3)c[nH]c2c1	-1	-3	-7.2	-11	3	12	-3.1	7	-2
CC(=O)c1ccc(NC(=O)C(C)N(C)CC(=O)Nc2ccc(N3CCOCC3)cc2)cc1 (centres undefined)	-3	2	0.4	26*	-6	3	2.3	7	-15
CCOC(=O)Cc1csc(NC(=O)CSc2cc(Cl)ccc2Cl)n1	3	6	-2.5	-24	-8	2	-2.9	0	17
Cc1onc(-c2ccccc2)c1C(=O)N1CCN(c2ccccn2)CC1	-6	-2	-1.3	-3	15	-4	-4.1	13	29
O=C(CCNS(=O)(=O)c1cccc2nsnc12)N1CCN(c2ccccn2)CC1	5	2	0.5	1	-3	1	-0.5	12	16
O=C(NC(Nc1ccccn1)C(Cl)(Cl)Cl)c1ccccc1 (centres undefined)	-1	-5	0.1	9	-8	1	2.0	4	51
COc1ccc(C2C(C(C)=O)=C(C)N=c3s/c(=C\c4ccco4)c(=O)n32)c(OC)c1 (centres undefined)	37*	-3	-0.3	-5	-24	5	-0.1	8	94*
Cc1ccc(C)c(-n2c(CNc3ccc(F)cc3)nnc2SCC(N)=O)c1	-10	2	-0.9	-6	4	3	-3.5	4	17
CCOC(=O)CSC1=N/C(=C\c2cc(OC)c(OC)c(OC)c2)C(=O)N1C	0	-1	-1.9	-4	-2	-3	-0.3	36	3
CC(C)(C)CNc1cc(N2CCOCC2)ccc1[N+](=O)[O-]	9	6	-4.8	-6	6	10	-1.1	-6	39
CC(C)CC(=O)Nc1cc(NC(=O)CC(C)C)cc(C(=O)NC(C)(C)C)c1	-3	-1	-4.7	-10	1	6	-3.3	-16	15
Cc1cc(SC(C)C(=O)Nc2c(C)n(C)n(-c3ccccc3)c2=O)nc2ccccc12 (centres undefined)	5	5	-2.6	-13	3	7	-2.8	6	-11
Cn1cccc1Cc1nnc(SCC(=O)NC2CCCCC2)n1CCc1ccccc1	1	1	-1.6	-7	-21	-4	-3.3	9	-3

Three compounds out of the list, arranged by molar mass, rising.
SMILES	PfM18AAP inh	IDE act	IMP-1 inhibitor	GPR7 antag	p-CIP stab down	IDE inh	VIM-2 inhibitor	NALP1 yeast inh	PHOSPHO1 block
N#Cc1c(C(F)(F)F)cc(-c2ccc(F)cc2)nc1SCC(=O)O	4	5	-1.1	4	-14	-2	-3.5	-3	5
COc1ccc(/C=N/NC(=O)c2cc(-c3ccc4c(c3)OCO4)n[nH]2)cc1OC	4	-6	-4.1	0	-5	8	-2.9	4	-3
CC(C)(O)C#Cc1ccc(C(=O)N2CCC(C(N)=O)(N3CCCCC3)CC2)cc1	-10	4	-0.4	0	0	-2	1.9	16	-4

(more compounds)
SMILES	PfM18AAP inh	IDE act	IMP-1 inhibitor	GPR7 antag	p-CIP stab down	IDE inh	VIM-2 inhibitor	NALP1 yeast inh	PHOSPHO1 block
CCC(C)(C)n1nnnc1C(c1ccc(C)cc1)N1CCC(C)CC1 (centres undefined)	-7	-3	-5.2	6	-14	4	-1.2	-3	-12
CCc1cc2c(CN3CCN(Cc4ccccc4)CC3)cc(=O)oc2cc1O	4	-1	-4.2	-29	-25	/	3.7	15	9
O=C(Cn1nc(Cc2ccncc2)c2ccccc2c1=O)N1CCN(C(=O)c2ccco2)CC1	2	4	-3.7	-12	-8	-2	-4.7	36	-18
CCCc1ccc(S(=O)(=O)Nc2ccc(C)c(NS(C)(=O)=O)c2)cc1	1	/	-5.2	-2	-13	2	-3.1	/	12
CCCC(=O)N/C(N)=N/c1nc(C)c2ccccc2n1	1	9	-3.1	-7	-6	1	2.8	4	15
CCc1ccc(NC(=O)C2(C)Cc3ccccc3C(=O)O2)cc1 (centres undefined)	5	-6	-2.8	-8	8	-9	-2.3	4	2
Cc1ccc(-c2cc(C(=O)Nc3nccs3)c3ccccc3n2)o1	1	0	-0.1	-7	6	7	-2.7	13	2
Nc1c(NCc2ccccc2)c(=O)c1=O	-1	/	-1.4	-6	6	-5	-2.1	/	8
Cc1cc(C(=O)COC(=O)c2ccc[nH]c2=O)c(C)n1C1CC1	3	-2	-2.6	-12	2	-3	-1.3	32	-9
CCc1ccc(N2CC(C(=O)Nc3ccc(S(=O)(=O)Nc4nccs4)cc3)CC2=O)cc1 (centres undefined)	-1	1	-2.1	-11	-6	2	-0.3	-13	36
O=C1CCN(Cc2nc(-c3ccc(Cl)cc3)no2)CCN1	-2	2	-1.7	-8	4	1	-0.9	-10	35
O=C(COC(=O)c1n[nH]c(=O)c2ccccc12)c1ccccc1	-12	3	-2.7	-6	-4	2	-1.4	-1	-11
FC(F)Oc1ccc(/C=N/N2CCCCC2)c(OC(F)F)c1	-8	/	1.4	-9	14	6	1.1	-1	11
O=C(C[n+]1cc(Br)cc2ccccc21)c1ccccc1	-3	-4	-1.6	-11	-7	-2	-0.6	9	44
C=CCN1C(=NC(=O)CCC(=O)O)SC2CS(=O)(=O)CC21 (centres undefined)	-3	0	-2.2	-6	-10	3	0.5	-8	21
COc1ccccc1NC1=C(Cl)C(=O)OC1OC(=O)c1ccco1 (centres undefined)	4	-3	-2.5	-18	0	4	-1.3	23	-17
CNC(=O)CN(c1ccc(C23CC4CC(CC(C4)C2)C3)cc1)S(C)(=O)=O	-5	6	-3.0	-3	-2	2	-1.6	19	35
O=c1c2cc([N+](=O)[O-])ccc2nc2n1CCC2	4	5	-2.1	-9	-2	0	1.2	8	/
Cc1ccc(OCc2nc(-c3ccccn3)no2)c(Br)c1	-2	-2	-4.3	1	-26	6	-3.0	14	20
CCN(CCn1cccn1)C(=O)CCc1nnc(CCc2ccccc2OC)o1	3	3	-2.8	-9	-11	7	-7.6	-11	36
CCn1ccnc1CN(C)C(=O)CC1C(=O)NCCN1Cc1c(F)cccc1Cl (centres undefined)	0	0	-0.4	3	-7	2	0.3	-2	-12
Cc1ccc(NC(=O)CSc2cccc[n+]2[O-])c([N+](=O)[O-])c1	-1	-1	-2.8	-6	-10	1	-1.9	12	28
Cc1c(-c2nc(N)nc(Nc3ccc(F)cc3)n2)oc2ccccc12	3	-2	-2.8	-16	2	-4	-2.2	25	-39
COc1ccc(NC(=O)CSc2nnc(CC(=O)Nc3ccc(F)cc3)n2C)cc1	-8	4	-2.1	-15	0	-4	-2.1	6	9
CCCCCCCNC1=CC(=O)CC(c2ccco2)C1 (centres undefined)	23	4	-3.4	-1	-3	-6	0.6	0	-1
CN(Cc1ccccc1)C(=O)CCCn1c(=O)c2cccn2c2cccnc21	2	3	-3.2	-11	-10	0	0.3	3	-4
COc1ccccc1N(CC(=O)NCCc1ccccc1)S(C)(=O)=O	-1	1	0.5	-5	1	1	0.3	-5	6
Cc1ccc(NC(=O)C2CCCN(S(=O)(=O)c3cnc[nH]3)C2)cc1F (centres undefined)	0	3	-1.6	2	5	3	-4.1	20	-6
O=C(NCCCN1CCOCC1)C1CC(=O)N(CCc2ccccc2)C1 (centres undefined)	0	4	-1.7	-9	-12	-4	0.1	-11	6
Cc1ccc(-c2[nH]ncc2/C=C(\C#N)C(=O)NC2CCCCC2)cc1	1	9	-3.3	-2	6	-1	-6.2	17	28
CN=C1c2cc3cc(OC)ccc3n2CCN1C	5	1	-3.1	6	2	4	-2.4	-2	-11
COc1cccc(/C=C2\SC(=S)N(CCCC(=O)N3CCCCC3CCO)C2=O)c1 (centres undefined)	3	5	-4.0	-18	6	1	-2.3	-3	12
O=C(Nc1ccccn1)Nc1ccccc1[N+](=O)[O-]	-3	0	-2.8	-4	3	4	0.2	16	-9
COc1ccc(CNS(=O)(=O)c2c(C)[nH]c(C)c2C(=O)N2CCCCC2)cc1	-4	4	-3.0	2	-3	-1	0.0	20	26
CC(C)OC(=O)c1nnc(-c2ccccc2)nc1OC(C)C	1	10	-2.1	-19	6	0	-2.9	26	-2
Cn1cnnc1Sc1cc(N2CCN(S(=O)(=O)c3ccc(Cl)c(Cl)c3)CC2)ccc1[N+](=O)[O-]	-3	7	0.1	-17	-1	0	0.0	35	10
CCOC(=O)c1cnc2[nH]c3ccccc3n2c1=O	0	2	-2.6	4	-11	2	2.3	-2	-6
CSc1ccccc1NC(=O)CN1CC(C)OC(C)C1 (centres undefined)	-11	4	-2.5	-12	10	4	-4.7	7	28
Cc1cc2c(=O)n(C)c(SCC(=O)c3cc4ccccc4o3)nc2s1	-3	2	-3.6	-4	-7	2	-0.9	12	1
O=C(O)/C=C/C(=O)OC1CC2CCC1C2 (centres undefined)	2	-4	-2.7	-3	7	7	0.0	47	6
Cc1cccc(NC2=C(Cl)C(=O)OC2NC(=O)c2ccccc2)c1 (centres undefined)	-1	2	-4.3	1	9	6	-1.6	48	7
CC1CN(C(=O)c2ccccc2)c2ccccc2NC1=O (centres undefined)	-4	2	-3.0	-8	1	0	-1.2	26	1
COCCN1CCn2c(nc3cc([N+](=O)[O-])ccc32)C1	6	-1	-2.8	-6	-4	-7	-4.6	/	33
Cc1ccc(/C=N/NC(=O)c2cccnc2)o1	1	4	-3.2	12	0	2	-5.5	1	-5
O=C(COC(=O)Cc1cn2ccsc2n1)NCc1ccc2c(c1)OCO2	-1	-1	-1.2	-4	7	-4	-1.9	14	32
CCN(CC)S(=O)(=O)c1cc(NC(=O)CNc2c(C)n(C)n(-c3ccccc3)c2=O)ccc1C	6	-1	-3.2	-2	-2	4	-2.8	3	16
CCCCN1C(=O)Cc2c1nc(N)c1c(N)nc(N(CCC)CCC)c(C#N)c21	1	1	-1.8	-1	-13	-3	-1.6	1	1
O=C(NCCCn1ccnc1)c1noc2c1CCCC2	-5	3	0.4	0	-2	0	2.0	8	29
CC1(C)Cc2c(sc3[nH]c(=O)n(CC(=O)NCC4CCCO4)c(=O)c23)CO1 (centres undefined)	-8	3	-4.8	11	-5	1	-3.3	13	-9
CN1CCN(c2ccccc2NC(=O)Cc2cn(C)c3ccccc23)CC1	-1	-4	0.9	1	-6	-1	-5.8	0	0
Cc1ccc(Sc2nnc(Cc3ccccc3)c3ccccc23)cc1	2	5	-2.3	-1	-9	-1	-1.4	48	53
C=CCn1c(O)c(N=NC(=O)CNC(=O)c2ccco2)c2ccccc21	4	3	-3.3	-10	-2	0	-2.9	33	-7
